# TEAD-YAP inh: TEAD-YAP interaction inhibition | HEK-TIYL cells, TEAD-Gal4/YAP UAS-luciferase luminescence | inhibition, % at 9.12 µM | actives 1.4% (n = 640,000); in the data active means inhibition above about 32%;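 further: 0% = median of test compound wells and 100% = reference inhibitor wells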
# FBW7 act: activators of human E3 ligase FBW7; Q969H0; AlphaScreen FBW7–phospho-cyclin E peptide binding, activator screen; normalized activity (activation), % at 26.1 µM; actives 0.13% (n = 650,000); in the data active means normalized activity above about 1.9%;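 further: purified mutant Fbw7 with reduced substrate affinity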
# Target sequence (Q969H0 whole entry, looked up): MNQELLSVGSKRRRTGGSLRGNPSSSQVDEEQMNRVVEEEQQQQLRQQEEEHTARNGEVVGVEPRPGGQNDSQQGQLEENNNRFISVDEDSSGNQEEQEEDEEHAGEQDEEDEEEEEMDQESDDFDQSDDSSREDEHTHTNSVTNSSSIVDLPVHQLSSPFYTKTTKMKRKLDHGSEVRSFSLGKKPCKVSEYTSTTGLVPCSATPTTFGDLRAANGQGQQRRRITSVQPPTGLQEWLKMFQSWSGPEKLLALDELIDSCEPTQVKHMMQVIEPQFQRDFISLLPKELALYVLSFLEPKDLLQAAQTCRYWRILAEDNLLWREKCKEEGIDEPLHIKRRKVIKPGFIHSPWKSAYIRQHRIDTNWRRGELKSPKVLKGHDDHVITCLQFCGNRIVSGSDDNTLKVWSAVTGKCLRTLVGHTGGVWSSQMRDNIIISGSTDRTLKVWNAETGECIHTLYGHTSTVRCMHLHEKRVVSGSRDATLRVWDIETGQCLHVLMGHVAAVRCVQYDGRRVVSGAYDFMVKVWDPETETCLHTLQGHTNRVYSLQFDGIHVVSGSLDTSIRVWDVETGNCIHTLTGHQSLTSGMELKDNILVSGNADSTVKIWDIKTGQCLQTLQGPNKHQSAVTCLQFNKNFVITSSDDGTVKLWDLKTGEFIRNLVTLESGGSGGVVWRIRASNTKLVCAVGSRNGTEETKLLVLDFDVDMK
# GPR151 ag: human GPR151 activation; Q8TDV0; PathHunter beta-arrestin GPR151 cells, luminescence; activation, % at 11.2 µM; actives 1% (n = 650,000); AID 1508602; in the data active means activation above about 4.9%;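 further: 0% = median of compound wells and 100% = cells with positive control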
# Target sequence (Q8TDV0 whole entry, looked up): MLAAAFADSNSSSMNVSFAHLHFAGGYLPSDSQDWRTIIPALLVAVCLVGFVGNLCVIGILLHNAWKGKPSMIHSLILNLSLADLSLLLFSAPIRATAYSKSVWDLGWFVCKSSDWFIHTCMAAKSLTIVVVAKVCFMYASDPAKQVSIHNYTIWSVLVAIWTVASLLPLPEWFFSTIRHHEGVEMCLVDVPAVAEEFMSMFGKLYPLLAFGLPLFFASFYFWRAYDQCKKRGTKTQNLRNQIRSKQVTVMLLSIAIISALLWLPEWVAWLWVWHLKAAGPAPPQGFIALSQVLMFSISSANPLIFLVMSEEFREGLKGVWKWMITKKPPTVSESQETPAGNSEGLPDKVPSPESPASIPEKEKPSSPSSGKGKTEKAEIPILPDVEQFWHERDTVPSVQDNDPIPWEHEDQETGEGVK
# MITF inh: blocks human microphthalmia-associated transcription factor; O75030; AlphaScreen MITF homodimerization, bead proximity signal; inhibition, % at 2.6 µM; actives 0.91% (n = 650,000); in the data active means inhibition above about 50%;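 further: 0% = vehicle wells with protein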
# Active calls of the source: *; / = no result given.
# Second line of a record: TEAD-YAP inh	FBW7 act	GPR151 ag	MITF inh
(1) CCOC(=O)C1=C(C)NC2=C(C(=O)c3ccccc32)C1c1ccc([N+](=O)[O-])cc1 (centres undefined)
  0.0	-0.2	0.1	0.8
(2) CC(=O)c1ccc(Nc2nc(-c3cc4cc(Br)ccc4oc3=O)cs2)cc1
  -8.5	-0.3	1.6	0.9
(3) COc1cccc(C2N=C(c3ccc(Cl)cc3)CC(c3cccc(OC)c3O)N2)c1 (centres undefined)
  -25.8	-0.3	0.0	-7.8
(4) O=C(Cn1cccc([N+](=O)[O-])c1=O)c1ccccc1
  7.9	0.0	-0.7	1.5
(5) O=C1NC(=S)N/C1=C/c1ccc(F)cc1
  7.8	0.0	1.3	-1.2
(6) CCOC(=O)c1c(C)oc2ccc(NS(=O)(=O)c3cccc4ccccc34)cc12
  3.3	-0.1	0.1	-18.2
(7) Cc1ccc(OCC(=O)Nc2ccc(N3CCN(C(=O)c4ccco4)CC3)cc2)c(C)c1
  5.8	-0.2	-0.1	-4.6
(8) Cc1csc(NC(=O)C2(c3ccc(Cl)cc3)CCC2)n1
  12.2	-0.2	-0.8	3.5
(9) O=C(Cc1ccc(Cl)cc1)NCCS(=O)(=O)N1CCc2ccccc2C1
  1.8	0.2	1.9	-16.0
(10) COc1ccc(Nc2ncnc3c2c(-c2ccccc2)cn3-c2ccc(F)cc2)cc1OC
  -18.8	0.6	-0.3	17.6
(11) COc1cccc(C2C(C(C)=O)C(=O)CC(C)(O)C2C(C)=O)c1 (centres undefined)
  -3.5	0.6	-1.2	7.5
(12) COCCCNC1CS(=O)(=O)CC1O (centres undefined)
  5.8	-0.1	1.4	-1.2
(13) C/C(CC(=O)NC(C)(C)C)=N\NC(=O)c1cc(Cl)ccc1O
  -7.7	0.0	2.3	8.8
(14) CCOC(=O)c1cccc(NS(=O)(=O)c2cc(Br)cnc2N)c1
  -0.4	0.0	0.8	16.7
(15) CC(C)CN(C1CCS(=O)(=O)C1)S(=O)(=O)c1ccc2c(c1)OCCO2 (centres undefined)
  4.5	-0.1	0.4	-1.7
(16) Cn1ncc(Br)c1C(=O)N1CCCCC1
  3.7	-0.1	-0.1	-0.4
(17) CCOC(=O)CSc1nc2c(sc(=S)n2CC2CCCO2)c(=O)n1-c1ccc(F)cc1 (centres undefined)
  1.9	-0.1	-1.0	3.3
(18) COC(=O)C(CC(C)C)NS(=O)(=O)c1ccc(OC)cc1 (centres undefined)
  6.5	0.3	0.5	-6.3
(19) COC(=O)c1c(NC(=O)CN2CCCCCC2)sc(Cl)c1-c1ccccc1
  5.0	1.0	0.1	26.4
(20) COc1ccc([N+](=O)[O-])cc1-c1ccc(/C=N/N2C(=O)C3C4C=CC(C5CC45)C3C2=O)o1 (centres undefined)
  -4.9	-0.1	0.0	-3.8
(21) CC1C[N+](=C2C=C(N3CCOCC3)CC(C)(C)C2)CC(C)O1 (centres undefined)
  -7.0	0.1	4.2	-1.3
(22) CS(=O)(=O)N1CCN(c2ccccc2NC(=O)c2ccc3ccccc3c2)CC1
  8.5	0.1	-0.3	18.6
(23) Cc1ccc(NCC(=O)n2c(C)c(C)c3ccccc32)c(C)c1
  -0.3	-0.1	-0.6	-2.4
(24) Cc1nc(NC(=O)c2ccncc2)sc1C(=O)N(C)C
  -2.7	-0.3	-0.4	-1.6
(25) O=S(=O)(O)CCSc1nc2ccccc2[nH]1
  -3.3	-0.2	0.8	33.7
(26) O=C(NCc1ccccn1)C1CCN(Cc2cnn(-c3ccccc3)c2-n2cccc2)CC1
  5.7	-0.2	-0.6	5.7
(27) O=C(CCc1csc2nc(-c3ccccc3)cn12)NC1CCCCC1
  -3.3	-0.1	0.4	3.7
(28) COc1ccc(-n2c(Cc3cc(=O)[nH]c(=O)[nH]3)nnc2SC)cc1
  -6.8	0.3	-0.1	-7.6
(29) COc1cc(N2CCCC2)c(OC)cc1/C=C1/NC(=O)NC1=O
  -6.5	-0.1	0.5	-6.8
(30) COc1ccc(CNS(=O)(=O)c2ccc(-n3cnnn3)c(C)c2)cc1
  -5.6	-0.1	1.1	3.6

# Of the compounds above, these contain an NH in an aromatic ring.
# Second line of a record: TEAD-YAP inh	FBW7 act	GPR151 ag	MITF inh
(25) O=S(=O)(O)CCSc1nc2ccccc2[nH]1
  -3.3	-0.2	0.8	33.7
(28) COc1ccc(-n2c(Cc3cc(=O)[nH]c(=O)[nH]3)nnc2SC)cc1
  -6.8	0.3	-0.1	-7.6

# The listing picks up, starting 2 compounds before the break.
# Second line of a record: TEAD-YAP inh	FBW7 act	GPR151 ag	MITF inh
(29) COc1cc(N2CCCC2)c(OC)cc1/C=C1/NC(=O)NC1=O
  -6.5	-0.1	0.5	-6.8
(30) COc1ccc(CNS(=O)(=O)c2ccc(-n3cnnn3)c(C)c2)cc1
  -5.6	-0.1	1.1	3.6
(31) CC(C)(C)c1cnnn1-c1ccc(N)cc1
  -7.9	-0.1	-0.2	4.3
(32) COCCN1C(=O)/C(=C/c2cccn2-c2cccc([N+](=O)[O-])c2)SC1=S
  4.5	0.8	0.5	18.7
(33) c1ccc(CN2CCC(Nc3nc(Nc4ccc(N5CCOCC5)cc4)nc4c3ncn4-c3ccsc3)CC2)cc1
  16.2	0.1	0.8	19.9
(34) CC(=O)c1cc(CN2CCC(n3nccc3NC(=O)Cc3ccccc3)CC2)cs1
  3.8	-0.1	-0.1	2.5
(35) C=CCOn1c(=O)c(-c2ccccc2)[n+]([O-])c2ccccc21
  13.3	0.1	1.0	12.9
(36) Cc1ccc(NC(=O)C2CCN(C(=O)c3ccccc3C)CC2)cc1
  7.6	0.1	-0.7	-6.4
(37) CCc1n[nH]c(=O)n1Cn1c(CC)n[nH]c1=O
  5.3	0.0	0.2	5.7
(38) O=[N+]([O-])c1cccc(N=Cc2c(O)ccc3ccccc23)c1
  3.5	-0.1	-1.2	-15.9
(39) Cc1ccc(N2CC(NC(=O)Nc3ccccc3C(N)=O)CC2=O)cc1C (centres undefined)
  -2.3	0.0	0.8	2.9
(40) COc1ccc(NCCN2C(=O)C3CC=C(Cl)CC3C2=O)cc1 (centres undefined)
  -0.4	-0.2	0.2	5.8
(41) N#CCCn1cc(CNCc2ccccc2)c(-c2ccccc2)n1
  4.4	-0.1	1.6	53.8*
(42) Nc1cccc2c1C(=O)N(C(=O)c1ccc(S(=O)(=O)N3CCCCCC3)cc1)C2=O
  -1.9	0.3	1.4	17.4
(43) O=S(=O)(c1ccc(Cl)cc1)n1nc(-c2cccnc2)nc1NCc1ccccc1
  -11.7	0.0	-1.0	0.0
(44) O=C(NCCc1cccc(Cl)c1)C1CC1c1ccccc1 (centres undefined)
  -23.7	-0.2	0.0	13.0
(45) CC(C)(C)N=C1NN=C(c2cc3ccccc3o2)CS1
  -45.4	-0.1	0.1	-7.8
(46) COc1ccc(N2CC(C(=O)NNC(=O)c3ccco3)CC2=O)cc1 (centres undefined)
  -17.3	-0.1	1.2	-8.7
(47) C[C@@H](c1ccccc1)N1C(=O)[C@H]2[C@H]3[C@H](O)[C@H](O)C/C(=N\OCc4ccccc4)[C@H]3CC[C@H]2C1=O
  /	-0.1	2.2	-1.3
(48) Cc1cc2nc3s/c(=C\c4cccc(F)c4)c(=O)n3c2cc1C
  6.8	-0.1	2.6	11.8
(49) O=C(COc1ccc(/C=N/NC(=O)C(=O)NCc2ccncc2)cc1)NC1CCCCC1
  1.6	0.3	-0.6	4.4
(50) CCn1cc(C(=O)N2CCN(c3ccccc3F)CC2)c(=O)c2ccc(C)nc21
  -0.7	-0.1	0.7	-4.0
(51) C=CCNc1cc(-c2cncc(-c3ccc(F)cc3)c2)nc(C)n1
  -0.8	-0.3	0.4	4.3
(52) COc1ccc(COC(=O)C2=C(C)NC3=C(C(=O)CCC3)C2c2ccc(N(C)C)cc2)cc1 (centres undefined)
  -11.7	-0.3	-1.2	6.5
(53) CCCCC(=O)N1c2ccc(C)cc2C(=C2SC(C(=O)OC)=C(C(=O)OC)S2)C(=S)C1(C)C
  -17.7	0.0	0.9	-1.0
(54) CCOc1ccccc1Nc1nnc(SCC(=O)OC(C)C)s1
  3.8	0.2	-6.3	0.0
(55) O=C(Oc1ccc(C(=S)N2CCOCC2)cc1)c1ccccc1F
  -12.6	0.0	0.0	-6.7
(56) O=C1CCCN1CCCNc1nc(-c2ccc(N3CCOCC3)nc2)nc2c1ncn2Cc1ccc(C(F)(F)F)cc1
  -1.6	-0.1	2.1	-9.6
(57) CCOc1ccc(C(=O)Nc2ccccc2C(=O)NC(C)(C)C)cc1
  -3.1	-0.1	-1.2	-21.3
(58) COCCN1C(=O)/C(=C/c2ccc(I)o2)SC1=S
  2.9	0.0	-1.2	16.6
(59) CC1(C)CC(=O)C=C(Nc2ccc(F)c(F)c2)C1
  -6.5	0.0	-1.0	11.8
(60) COc1ccc(C2CC(C(F)(F)F)n3ncc(C(=O)O)c3N2)cc1 (centres undefined)
  4.1	1.4	2.0	14.7

# An excerpt from above in order of SMILES length, largest number first:
# Second line of a record: TEAD-YAP inh	FBW7 act	GPR151 ag	MITF inh
(53) CCCCC(=O)N1c2ccc(C)cc2C(=C2SC(C(=O)OC)=C(C(=O)OC)S2)C(=S)C1(C)C
  -17.7	0.0	0.9	-1.0
(30) COc1ccc(CNS(=O)(=O)c2ccc(-n3cnnn3)c(C)c2)cc1
  -5.6	-0.1	1.1	3.6
(54) CCOc1ccccc1Nc1nnc(SCC(=O)OC(C)C)s1
  3.8	0.2	-6.3	0.0

# (cont.)
# Second line of a record: TEAD-YAP inh	FBW7 act	GPR151 ag	MITF inh
(61) CCOC(=O)N1CCN(C(=O)c2cc3ccccc3oc2=O)CC1
  2.0	-0.1	1.4	-4.5
(62) NC(=O)c1oc2ccccc2c1NC(=O)/C=C/c1ccccc1
  -7.1	0.2	1.0	-8.8
(63) COC(=O)c1ccc(N2C(=O)c3ccc(Br)cc3C2=O)cc1O
  -1.0	0.3	0.4	-8.7
(64) COc1ccc2cc(CCNC(=O)Cc3cccs3)c(=O)[nH]c2c1
  3.7	0.0	1.2	-11.0
(65) O=C1NC(c2cc3c(cc2Cl)OCO3)Nc2sc3c(c21)CCCC3 (centres undefined)
  8.4	-0.1	1.0	0.3
(66) COc1ccc(/C=C2/SC(N3CCCCCC3)=NC2=O)cc1OC
  -18.6	0.0	-0.8	12.6
(67) Cc1ccc(-n2c(=O)cc(N3CCN(Cc4ccccc4)CC3)[nH]c2=O)cc1
  -4.4	-0.2	-0.5	-13.8
(68) CC(=O)c1cccc(-c2nc(NCCO)c3ncn(C4CCCCC4)c3n2)c1
  9.5	-0.1	0.8	-3.7
(69) O=C(CSc1cn(CC(=O)N2CCCC2)c2ccccc12)NCc1ccc(F)cc1
  -14.8	-0.1	-1.2	-11.0
(70) CCC(C)NC(=O)c1nn2c(C(F)(F)F)cc(-c3ccc(Cl)cc3)nc2c1Cl (centres undefined)
  3.7	0.3	-2.5	16.2
(71) Cc1cc([N+](=O)[O-])nn1Cc1ccccc1
  -9.5	0.1	0.2	-0.2
(72) O=C(Nc1ccc(Oc2ccccc2)cc1)c1ccc(F)c(S(=O)(=O)N2CCC3(CC2)OCCO3)c1
  61.0*	0.0	-1.2	21.9
(73) CCOc1ccc(NC(=O)Nc2nnc(C)s2)cc1
  -12.8	-0.1	2.0	-9.5
(74) COc1cccc(NC(=O)CSc2nc3nc(C)c(Cc4cc(C)ccc4C)c(C)n3n2)c1
  1.1	-0.1	0.3	-2.3
(75) O=C(NC1CCCCC1)C(Cc1ccccc1)NS(=O)(=O)c1cccc2nsnc12 (centres undefined)
  -0.6	-0.1	-0.5	-12.0
(76) CCN(c1ncnc2c1c(-c1ccccc1)cn2-c1ccccc1)C1CCCCC1
  0.4	0.1	1.9	-4.8
(77) CCOc1ccc(C(=O)CC(=O)C(=O)OC)cc1
  -0.4	-0.3	1.8	-1.9
(78) CCOC(=O)c1c(C)[nH]c(C(=O)COC(=O)C2=NNC(=O)CC2)c1C
  -2.6	0.2	0.7	2.4
(79) CC(C)CCC1(C)NC(=O)N(CC(=O)NCc2ccc(Cl)cc2)C1=O (centres undefined)
  4.9	0.1	-1.4	22.9
(80) O=C(CCl)NC(=O)NC1CCCCC1
  18.2	0.1	1.2	12.7
(81) COc1ccccc1-n1cc(C(=O)NCC(=O)N2CCN(c3ccccc3F)CC2)c2ccccc2c1=O
  -24.4	0.0	-0.9	3.1
(82) O=C(Oc1coc(CSc2ncccn2)cc1=O)c1ccc2ccccc2c1
  -4.4	0.0	-1.6	-0.1
(83) O=C1c2ccccc2C(=O)C1(c1ccccc1)C(C[N+](=O)[O-])c1ccccc1 (centres undefined)
  2.3	0.0	-0.4	1.0
(84) O=[N+]([O-])c1ccc(/C=C/c2nc3ccccn3c2Br)cc1
  10.8	-0.3	-1.8	-5.2
(85) COC(=O)c1sccc1S(=O)(=O)N1CCCC(C(=O)c2cccc(Cl)c2)C1 (centres undefined)
  -0.4	0.1	-0.8	10.9
(86) CC(C)OC(=O)CSC1=C(C#N)C(c2ccc(C(C)C)cc2)CC(=O)N1 (centres undefined)
  -25.5	0.1	3.2	-4.7
(87) CCCOc1ccc(C2C3=C(CC(C)(C)CC3=O)Nc3ccccc3N2C(=O)C(F)(F)F)cc1OC (centres undefined)
  -14.0	0.5	-0.2	3.5
(88) COc1cc(NC(=O)CSc2cc(C)[nH]c(=O)n2)cc(OC)c1
  -0.2	0.1	1.0	-8.7
(89) CCN(CC)c1nc(NCCN2CCOCC2)nc(Nc2ccc(C(F)(F)F)cc2)n1
  0.2	0.2	1.1	9.9
(90) CC1=C(C#N)c2nc(N)c(C#N)c(C)c2/C1=C\c1ccco1
  -9.0	0.4	-0.2	14.3
(91) O=C(NNc1nc(=O)c2cccnc2s1)c1ccccc1O
  -1.9	0.5	0.6	-44.0
(92) O=c1cc(Nc2ccc(I)cc2)[nH]c(=O)[nH]1
  0.7	0.2	-2.1	-4.7
(93) CCOC(=O)c1ccc(CN(Cc2ccccc2)S(=O)(=O)c2ccc(F)c(C)c2)cc1
  9.1	0.0	0.7	13.2

# Assay outcomes: PubChem, The Scripps Research Institute Molecular Screening Center
